Epigenetic reg: derepresses silenced GFP reporter in murine cells | murine LDR cells, GFP reporter derepression, 30 h | Potency, µM (doses to about 53.9 µM), for the others: top-dose GFP activation, most hits filed as activators | actives 0.2% (n = 280,000) | AID 1865; note: potency is the fitted concentration of half-maximal effect; % of control where 0% means no effect; nearly all actives have a fitted effect of over 60% in size
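In this reporter-derepression format, murine cells bearing a silenced integrated CMV-GFP locus incubate with test compound (30 h, 37 C), then are washed and imaged; fluorescent objects of 20–120 um count as induced cells.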
IMPase Li inh: membrane-permeable IMPase blocker, potentiated with lithium; CHO-M1 cells, IP1 TR-FRET (IP-One), carbachol + lithium; Potency, µM (doses to about 59.4 µM), for the others: at the top dose activity, negative = IMPase inhibition, usual class: inhibitors; actives 0.35% (n = 210,000); AID 1457;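 note: IP1 builds up when IMPase is blocked and the TR-FRET signal falls; potency is the fitted concentration of half-maximal effect; plate controls were basal vehicle for no effect and high inhibitor control for full effect; nearly all actives have a fitted effect of over 50% in size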
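Steps: plate 2000 CHO-M1 cells per well and culture 16–30 h; add compound and lithium; incubate 30 min, 37C; add d2-IP1 tracer and Eu cryptate anti-IP1 antibody in lysis buffer; read after 10 min at room temperature.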
L3MBTL1 block: L3MBTL1 (human) inhibition; AlphaScreen L3MBTL1–H3K9me1 peptide binding; Potency, µM (top dose mostly 57.1 µM), without a hit: at the highest dose activity, negative = inhibition, hits mostly inhibitors; actives 0.66% (n = 230,000); note: potency is the fitted concentration of half-maximal effect; % is set by controls: 0 for no effect and ±100 for the full control effect; nearly all actives have a fitted effect of over 60% in size
Target sequence (Q9Y468 whole entry, looked up): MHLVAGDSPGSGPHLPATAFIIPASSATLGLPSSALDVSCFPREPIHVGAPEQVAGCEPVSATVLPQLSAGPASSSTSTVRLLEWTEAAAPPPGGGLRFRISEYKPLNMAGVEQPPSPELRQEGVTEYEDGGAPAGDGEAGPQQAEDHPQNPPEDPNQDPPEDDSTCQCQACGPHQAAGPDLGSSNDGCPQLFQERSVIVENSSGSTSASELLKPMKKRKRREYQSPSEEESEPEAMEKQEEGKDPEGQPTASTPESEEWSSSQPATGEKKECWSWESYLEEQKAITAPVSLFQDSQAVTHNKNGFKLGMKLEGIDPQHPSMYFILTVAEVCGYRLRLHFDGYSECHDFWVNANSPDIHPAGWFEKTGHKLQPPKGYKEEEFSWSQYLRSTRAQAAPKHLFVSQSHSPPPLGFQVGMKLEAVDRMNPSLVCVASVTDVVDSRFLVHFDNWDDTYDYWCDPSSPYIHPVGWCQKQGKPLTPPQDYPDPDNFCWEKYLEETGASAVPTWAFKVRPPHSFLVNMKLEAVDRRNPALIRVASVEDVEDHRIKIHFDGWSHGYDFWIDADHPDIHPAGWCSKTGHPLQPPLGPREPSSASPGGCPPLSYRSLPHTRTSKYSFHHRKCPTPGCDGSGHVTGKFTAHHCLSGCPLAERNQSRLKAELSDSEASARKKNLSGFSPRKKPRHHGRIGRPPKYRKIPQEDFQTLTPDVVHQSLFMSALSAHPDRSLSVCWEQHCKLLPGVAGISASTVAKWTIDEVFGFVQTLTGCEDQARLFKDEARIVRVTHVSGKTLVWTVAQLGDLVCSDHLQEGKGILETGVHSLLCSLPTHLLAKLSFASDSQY
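L3MBTL1 50 nM + b-AHA-H3(1-15)K9me1 75 nM, 30 min RT; compound added, 30 min RT; streptavidin donor/Ni-chelate acceptor beads 10 ug/mL each final, 30 min RT dark; AlphaScreen read.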
Luc counter: blocks Kinase-Glo luciferase, a counter-screen artifact; actives 0.28% (n = 200,000); Q27757; Potency, µM (titrated, usually from 38.3 µM), for the others: at the top dose activity change, negative = inhibition, usual class: inhibitors; Kinase-Glo luciferase, ATP luminescence, 8 min; note: potency is the fitted concentration of half-maximal effect; % is set by controls: 0 for no effect and ±100 for the full control effect; nearly all actives have a fitted effect of over 60% in size
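Kinase-Glo luciferase light output from ATP and luciferin was measured with 10 uM ATP, within the enzyme's linear range. Buffer: 50 mM imidazole pH 7.2, 50 mM KCl, 7 mM MgCl2, 0.01% Tween 20, 0.05% BSA; luminescence read after 8 min at ambient temperature.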
NPSR antag: neuropeptide S receptor (human) antagonism, cAMP | Q6W5P4 | CHO-NPSR cells, cAMP TR-FRET, antagonist mode | Potency, µM (titrated, usually from 38.3 µM), inactives show top-dose activity change, negative = inhibition, hits mostly inhibitors | actives 1% (n = 220,000) | AID 1461; note: potency is the fitted concentration of half-maximal effect; % is set by controls: 0 for no effect and ±100 for the full control effect; nearly all actives have a fitted effect of over 50% in size; many of its hits are not listed in these tables
CBFb-RUNX1 inh: inhibitors of human CBF-beta and RUNX1 interaction; Q01196+Q13951; Potency, µM (series often up to 59.8 µM), for inactives: at the top dose activity, negative = inhibition, actives largely listed as inhibitors; 230,000 tested, under 10 active; AlphaScreen CBFb-His/RUNX1-biotin binding, biochemical; note: % of control where 0% means no effect
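His-tagged CBF-beta and biotinylated RUNX1 (30 nM each) were premixed 20 min at room temperature, exposed to compound for 15 min, then given nickel-chelate and streptavidin AlphaScreen beads (50 ng each). After 90 min, AlphaScreen signal was read.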
HttQ103 aggreg: inhibitors of mutant huntingtin aggregate formation in PC12 cells; actives 1.1% (n = 220,000); PC12 HttQ103-GFP aggregates, Acumen cytometry, 40 h; Potency, µM (highest dose often 46.1 µM), for the others: at the top dose activity change, negative = inhibition, most hits filed as inhibitors; AID 1688; note: potency is the fitted concentration of half-maximal effect; % is set by controls: 0 for no effect and ±100 for the full control effect; nearly all actives have a fitted effect of over 60% in size
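Aggregate formation scored by laser-scanning cytometer (488 excitation, 500–530 emission) in lysed PC12 cells expressing Q103-GFP after 100 nM tebufenozide induction; library tested in dose series, with ATPLite reagent added in the multiplex.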
Starred values were filed as active, the others as inactive; ? = inconclusive; nt = not tested or not shown; & = joins results of further samples; [ ] = another dose, or the depositor's remark. Calls come from the whole dose curve; as a rule, active = well fitted curve in the direction sought with a large enough effect; inconclusive = small, poorly fitted or top-dose-only effect, or another doubt; inactive = no such curve, though single readings can be large; an effect the other way counts as inactive or inconclusive.

Each structure is followed by: Epigenetic reg	IMPase Li inh	L3MBTL1 block	Luc counter	NPSR antag	CBFb-RUNX1 inh	HttQ103 aggreg
CC(=O)Nc1ccc(C(=O)CSc2nccc(=O)[nH]2)cc1
 : 1.1%	5%	nt	nt	20%	3%	-2%
COc1ccc(CCNC(=O)c2cc(C(=O)c3cc(Cl)ccc3O)cn(CCc3ccc(OC)cc3)c2=O)cc1
 : -3.0%	-3%	-7%	0%	-17%	-11%	-11%
O=C(NCCc1ccccc1)c1ccc(Br)o1
 : 0.2%	-5%[38.3 µM]	-1%	0%	17%[46.1 µM]	6%	-4%
Cc1cc(NC(=O)CSc2ncnc3sc(C)c(C)c23)no1
 : -0.4%	?	-19%	-2%	?	2%	-5%
COc1ccc(NC(=S)N2CCCC2)c(OC)c1
 : 3.1%	10%	2%	0%	6%	14%	18%
Cc1ccc(OCC(=O)Nc2ccc(S(=O)(=O)Nc3ccccn3)cc2)cc1C
 : -1.9%	3%	22%	-2%	-19%	-1%	1%
Cc1nc(C(N)=O)nc2ccccc12
 : 1.6%	nt	3%	nt	-21%	1%	-8%[9.22 µM]
COc1ccccc1N=C1SCC(=O)N1Cc1ccco1
 : 0.0%	nt	-7%	nt	3%	4%	-7%[9.22 µM]
COc1ccc(-c2[nH]ncc2CN(C)C(C)c2ccon2)cc1F (configuration not stated)
 : 0.0%	11%	-2%	-2%	9%	3%	-11%[9.22 µM]
C=CCSC1=C(C#N)C(c2ccccc2)CC(=O)N1 (configuration not stated)
 : 0.0%	1%	11%	1%	-11%[46.1 µM]	6%	12%
CS(=O)(=O)N(CC(=O)NCc1ccncc1)C1CCCCC1
 : -1.1%	5%	-2%	1%	8%	-1%	nt
COc1cc(C(=O)N2CCC(NC(=O)C(Cc3ccc(C)cc3)NC(C)=O)CC2)cc(OC)c1OC (configuration not stated)
 : -2.2%	3%	13%	5%	-3%[46.1 µM]	-2%	-7%
O=C1CCc2cc(S(=O)(=O)N3CCC(C(=O)NCc4ccccc4Cl)CC3)ccc2N1
 : 1.8%	1%[38.3 µM]	nt	-1%	-8%[46.1 µM]	-4%	12%
Cc1ccc(CN2CCN(/N=C/c3cccnc3)CC2)c(C)c1
 : 3.8%	7%	-5%	2%	13%	-8%	6%
Cc1cnc(C(=O)OCC(=O)N2c3ccccc3NC(=O)C2(C)C)cn1
 : -1.1%	1%[38.3 µM]	1%	7%	-17%[46.1 µM]	0%	-4%

Taken from above.
IMPase Li inh result of `C=CCSC1=C(C#N)C(c2ccccc2)CC(=O)N1` (configuration not stated) : 1%
NPSR antag result of `Cc1cnc(C(=O)OCC(=O)N2c3ccccc3NC(=O)C2(C)C)cn1` : -17%[46.1 µM]

(next part)
Each structure is followed by: Epigenetic reg	IMPase Li inh	L3MBTL1 block	Luc counter	NPSR antag	CBFb-RUNX1 inh	HttQ103 aggreg
O=C(O)C1C2CCC(C2)C1C(=O)NCc1ccco1 (configuration not stated)
 : 0.2%	-1%[38.3 µM]	-3%	3%	12%[46.1 µM]	3%	11%
O=c1[nH][nH]c(-c2ccccc2O)c1C(C[N+](=O)[O-])c1ccccc1 (configuration not stated)
 : ?	9%	-2%	4%	10%	-15%	?
Cc1sc2nc(CN3CCOCC3)nc(Cl)c2c1C
 : -1.2%	-4%	5%	1%	-9%	4%	-1%
COC(=O)c1sc2nc(SCc3ccccc3C)n(N)c(=O)c2c1C
 : 0.0%	?	3%	-3%	-32%	8%	-4%
COCC(C)N=C1NN=C(c2cc(C)n(Cc3ccccc3Cl)c2C)CS1 (configuration not stated)
 : -2.5%	22%	-27%	1%	-44%	-24%	?
COc1ccc(C2NC3=C(CCC3)C3(C#N)C4(N=C(N)C23C#N)OCCO4)cc1 (configuration not stated)
 : 20%	21%[38.3 µM]	1%	6%	?	2%	11%[9.22 µM]
O=C(c1ccco1)N1CCN(c2ncnc3c(-c4ccccc4)nsc23)CC1
 : -1.9%	-10%[38.3 µM]	-1%	-1%	-22%[46.1 µM]	2%	?
Cc1ccc(S(=O)(=O)N(CC(=O)N2CCC(C)CC2)c2cccc(C)c2)cc1
 : -3.9%	38%[38.3 µM]	nt	0%	-27%[46.1 µM]	-12%	-6%
CCOc1ccc(NC(=O)c2cc3cc4ccc(C)cc4nc3o2)cc1
 : 3.8%&2.8%	-4%	nt	3%	-20%	4%	-12%
COc1cccc(CN2CCNC(=O)C2CC(=O)NCCOc2cccnc2)c1 (configuration not stated)
 : -1.0%	7%	2%	3%	-12%	8%	-7%[9.22 µM]
O=C(NCc1ccccn1)c1ccco1
 : 3.2%	-9%	nt	2%	7%	-6%	0%
COc1cccc(CNCCSc2nnnn2C)c1
 : 0.0%	2%[38.3 µM]	54%[activator]	-2%	-2%[46.1 µM]	7%	4%
COc1ccc(/C=C(\NC(=O)c2ccccc2Cl)C(=O)NCCCC(=O)O)cc1
 : -1.9%[10.1 µM]	-1%	8%	5%	9%	0%	2%[9.22 µM]
CCN(CC)S(=O)(=O)c1cccc(NC(=O)C2SC(=Nc3ccc(C)cc3C)C(C(=O)NC(C)COC)=C2N)c1 (configuration not stated)
 : 1.1%	24%[38.3 µM]	nt	-3%	-22%[46.1 µM]	-14%	-15%
O=[N+]([O-])c1ccc(C2=NN(c3ccccc3)C(c3ccco3)C2)cc1 (configuration not stated)
 : 2µM*	nt	?	nt	-26%	2%	30%[9.22 µM]
O=C(Nc1cc(N2CCOCC2)ncn1)NC1(C(F)(F)F)Oc2ccc(Cl)cc2O1 (configuration not stated)
 : 0.9%	-7%	6%	7%	8%[46.1 µM]	-5%	-5%
Cc1ccc2c(c1)OC(=O)CC2c1ccccc1 (configuration not stated)
 : 1.1%	18%[38.3 µM]	nt	3%	-11%[46.1 µM]	18%	8%
CO/N=C/NC(=O)c1c(OC)ccnc1Oc1ccc(F)cc1
 : 0.0%	-2%[38.3 µM]	2%	1%	11%[46.1 µM]	1%	-4%
Cc1c(Br)c([N+](=O)[O-])nn1CC(=O)Nc1nccs1
 : 1.1%	-11%	nt	4%	19%	3%	-2%
CC(C)(C)c1cc(C(=O)NNC(=O)Nc2cccc(Cl)c2)n(Cc2ccccc2)n1
 : -1.4%	nt	5%	nt	?	0%	37%[9.22 µM]
COc1ccc(C)cc1NC(=O)c1ccc([N+](=O)[O-])cc1[N+](=O)[O-]
 : 0.9%	4%	-1%	-6%	-15%	0%	6%[9.22 µM]
Cn1c(Oc2ccc(Cl)c3cccnc23)nc2c1c(=O)n(Cc1ccccc1Cl)c(=O)n2C
 : -0.9%	-9%[38.3 µM]	-2%	0%	1%[46.1 µM]	-21%	-6%
O=C(Nc1cccc(C(F)(F)F)c1)c1cc(Br)cc2c1OCC2
 : 2.2%	nt	1%	nt	?	7%	-14%[9.22 µM]
CC1CCCC(n2c(=S)[nH]c3ccccc3c2=O)C1C (configuration not stated)
 : 8.5%	15%[38.3 µM]	31%[activator]	-8%	?	-6%	?
CS(=O)(=O)N(CC(=O)N1CCN(c2ccccc2)CC1)c1ccc(Cl)c(C(F)(F)F)c1
 : -2.3%	39%[activator][38.3 µM]	nt	1%	-22%[46.1 µM]	0%	-43%
CCOC(=O)CSC1=NN2CCS(=O)(=O)N=C2S1
 : -3.4%	-2%	0%	5%	12%	9%	-4%
COc1ccc(-c2nc(NC(=O)Cn3cnnn3)sc2C)cc1
 : -3.5%	5%	1%	3%	-9%	3%	9%
CC(C)CC(=O)N1CCN(S(=O)(=O)c2ccc3ccccc3c2)CC1
 : 0.7%	28%[38.3 µM]	nt	-1%	-20%[46.1 µM]	2%	-30%
Cc1cccc(CN2CCN(CC(=O)NCc3cccs3)C2=O)c1
 : -0.2%	31%[activator][38.3 µM]	nt	8%	1%[46.1 µM]	6%	22%[9.22 µM]
O=C(O)c1ccc2noc(-c3ccccc3)c2c1
 : -1.1%	15%[38.3 µM]	nt	5%	-19%[46.1 µM]	2%	-13%
Cc1cc(C)cc(NC(=O)COC(=O)CN=C2NS(=O)(=O)c3ccccc32)c1
 : 4.5%	3%	10%	-1%	10%	11%	27%
CCC1CCC(c2nnc(-c3ccc(Br)cc3)o2)CC1 (configuration not stated)
 : -1.1%	10%	5%	3%	-8%	-4%	2%
COc1ccc(/C=N/NC(=O)c2[nH]c(C)c(C(=O)N/N=C/c3ccc(OC)cc3)c2C)cc1
 : 0.0%	0%	-5%	2%	-7%	-7%	19%
Cn1cccc1/C=N/N1CCN(Cc2ccc(Cl)cc2)CC1
 : 1.1%	nt	-7%	nt	-4%	-8%	2%[9.22 µM]
Clc1ccc(-c2nc3ncccn3c2Nc2ccc3c(c2)OCO3)cc1
 : 0.0%	12%[38.3 µM]	-2%	-5%	-7%[46.1 µM]	5%	29%
O=C(CCC(=O)c1ccccc1)NCCc1c[nH]c2ccccc12
 : -6.1%	-5%	-17%	-5%	3%	0%	6%
Cc1cccc(OCCn2c(=O)n(C)c3ccccc32)c1
 : -1.4%	5%[38.3 µM]	nt	0%	-2%[46.1 µM]	1%	-22%
CCN(CC)C(=O)N1CCC(NC(=O)Cc2ccccc2)CC1
 : -0.7%	-7%[38.3 µM]	-2%	-2%	-3%[46.1 µM]	4%	6%
O=C(Nc1ccccc1Cc1ccccc1)C1CC(=O)N(c2ccc3c(c2)OCCO3)C1 (configuration not stated)
 : 0.1%	33%[38.3 µM]	nt	18%	-22%[46.1 µM]	-1%	-17%
Nc1c(C(=O)OCC(=O)Nc2ccc(Cl)cc2[N+](=O)[O-])[nH]c(=O)[nH]c1=O
 : 0.0%	nt	nt	nt	1%	-1%	-5%[9.22 µM]
COC(=O)c1ccc(-n2cnc(Cl)n2)c(F)c1
 : 2.5%	-20%[38.3 µM]	11%	-2%	-6%[46.1 µM]	4%	10%
CCCOc1ccc(N2C(=O)CC(N3CCC(C(=O)OCC)CC3)C2=O)cc1 (configuration not stated)
 : 0.1%	-11%[38.3 µM]	7%	3%	-3%[46.1 µM]	2%	12%
O=C(Nc1ccc(F)cc1F)c1ccc(-n2cccn2)c([N+](=O)[O-])c1
 : 0.0%	9%	-5%	-4%	-4%	1%	2%
O=C(CCc1nc2ccccc2s1)Nc1cccnc1
 : 0.3%	-6%	-2%	-2%	-1%	-13%	-6%
COc1ccc(-c2cc(=O)c3cc(C)ccc3[nH]2)cc1
 : 15%[96.6 µM]	?	7%	-5%[39.9 µM]	2%	12%[89.1 µM]	-11%

An excerpt, so the mix of outcomes need not match the whole.
